Source: PubChem BioAssay
MLL CXXC-DNA inh: qHTS Fluorescence Polarization Assay for Inhibitors of MLL CXXC domain - DNA interaction | Histone-lysine N-methyltransferase 2A (Homo sapiens), Q03164 | MLL-CXXC / FITC-HOXA9 DNA fluorescence polarization | Potency, µM (highest dose often 115 µM), for the others: at the highest dose activity change, negative = inhibition, usual class: inhibitors | 290,000 tested, 0.037% active; active = well fitted inhibition curve with a large enough effect in the polarisation, with a control signal flat, not every such curve was filed as active; inconclusive = small, poorly fitted or top-dose-only effect, or effect the other way, or a change in a side signal; inactive = no such curve, though single readings can be large or run the other way; the % refers to the polarisation
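Fluorescence polarization: 7 uM MLL-CXXC (stock) preincubated 5 min with compounds, then 50 nM fluorescein-HOX-A9 DNA (stock) added; 30 min ambient. Buffer 50 mM Tris-HCl pH 7.5, 50 mM NaCl, 1 mM DTT, 0.05% BSA.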
Rab9 prom act: qHTS Assay for Rab9 Promoter Activators | Huh7 Rab9 promoter-luciferase reporter, luminescence, 24 h | 320,000 tested, 2.8% active | Potency, µM (doses to about 9.22 µM), without a hit: top-dose activation, negative = inhibition, hits mostly activators | AID 485297, 2010; also: % of control where 0% means no effect; nearly all actives have a fitted effect of over 60% in size
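Promoter activation is measured as luciferase luminescence in Huh7 cells stably transfected with a Rab9 promoter–luciferase construct, following 24 h compound exposure at 37 °C and 10 min reagent incubation at ambient temperature.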
MBNL1 CUG block: qHTS Assay for Inhibitors of MBNL1-poly(CUG) RNA binding. TR-FRET MBNL1-His/biotin-(CUG)12 binding, 665/545 ratio. Potency, µM (highest dose often 57.5 µM), for the others: top-dose activity change, negative = inhibition, usual class: inhibitors. AID 2675, 2010. 280,000 tested, 0.036% active. Muscleblind-like protein 1 (Homo sapiens), Q9NR56; active = well fitted inhibition curve with a large enough effect in the signal ratio, with a control signal flat, not every such curve was filed as active; inconclusive = small, poorly fitted or top-dose-only effect, or effect the other way, or a change in a side signal; inactive = no such curve, though single readings can be large or run the other way; the % refers to the signal ratio; also: % is scaled to controls: 0 for no effect and ±100 for the full control effect
Target sequence (Q9NR56 whole entry, looked up): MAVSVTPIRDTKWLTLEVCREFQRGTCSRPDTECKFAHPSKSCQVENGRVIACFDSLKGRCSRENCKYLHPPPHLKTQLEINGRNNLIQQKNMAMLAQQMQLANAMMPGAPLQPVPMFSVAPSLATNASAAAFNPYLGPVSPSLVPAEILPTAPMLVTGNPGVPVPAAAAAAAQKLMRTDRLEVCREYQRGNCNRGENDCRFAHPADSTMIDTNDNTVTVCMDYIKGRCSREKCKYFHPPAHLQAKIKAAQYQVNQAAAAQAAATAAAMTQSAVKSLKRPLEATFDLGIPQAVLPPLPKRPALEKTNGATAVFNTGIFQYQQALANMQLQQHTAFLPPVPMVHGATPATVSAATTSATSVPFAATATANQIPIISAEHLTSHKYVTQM
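Compound titration spanned 92 nM–58 uM against the MBNL1-His/biotin-(CUG)12 complex. After 60 min at room temperature with 5 nM streptavidin-XL665 and 0.055 ng/ul terbium anti-His, ratiometric 665/545 nm emission (Ex 340 nm) normalized to controls.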
NPC1 promoter act: qHTS Assay for NPC1 Promoter Activators | Huh7 NPC1 promoter luciferase reporter, 24 h | Potency, µM (top dose mostly 9.22 µM), for inactives: at the top dose activation, usual class: activators | 320,000 tested, 2.4% active;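 also: % of control where 0% means no effect; nearly all actives have a fitted effect of over 60% in size; reporter is driven by a mutant NPC1 promoter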
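Huh7 cells stably carrying NPC1 promoter–luciferase, plated in Opti-MEM with 10% FBS for 2 h, were exposed to compound in DMSO for 24 h at 37 °C; luciferase reagent was added for 10 min and luminescence read.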
VP16 counter: VP16 counterscreen qHTS for inhibitors of ROR gamma transcriptional activity; 310,000 tested, 3.5% active; Drosophila S2 Gal4-VP16 UAS-luciferase, luminescence, 20 h; AID 2546, 2010; Potency, µM (doses to about 53.6 µM), inactives show at the highest dose activity, negative = inhibition, actives largely listed as inhibitors;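 also: Gal4-VP16 expression switched on by copper sulfate through the metallothionein promoter; % is scaled to controls: 0 for no effect and ±100 for the full control effect; nearly all actives have a fitted effect of over 50% in size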
uPA generation: qHTS for Inhibitors of Cell Surface uPA Generation; cell surface uPA generation assay, qHTS; 330,000 tested, 0.31% active; Potency, µM (highest dose often 38.3 µM), for the others: at the top dose activity change, negative = inhibition, hits mostly inhibitors; active = well fitted inhibition curve with a large enough effect; inconclusive = small, poorly fitted or top-dose-only effect; inactive = no such curve, though single readings can be large or run the other way; tested in mouse RAW 264.7 cells; also: % is scaled to controls: 0 for no effect and ±100 for the full control effect; nearly all actives have a fitted effect of over 55% in size
ELG1 genotox: qHTS screen for small molecules that induce genotoxicity in human embryonic kidney (HEK293T) cells expressing luciferase-tagged ELG1; HEK293T ELG1-luciferase reporter, luminescence, 16 h; Potency, µM (top dose mostly 46 µM), for the others: at the top dose activity change, positive = activation, hits mostly activators; AID 504466, 2011; 330,000 tested, 1.3% active; also: % of control where 0% means no effect; nearly all actives have a fitted effect of over 60% in size
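Luminescence read-out: rising ELG1-luciferase signal, reflecting elevated ELG1 protein under genetic stress, flags genotoxic compounds. Cells were treated for 16 hr at 37 °C before ONE-Glo detection.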
FLuc counter: qHTS profiling assay for firefly luciferase inhibitor/activator using purifed enzyme and Km concentrations of substrates (counterscreen for miR-21 project); 360,000 tested, 6.9% active; AID 588342, 2011; Potency, µM (highest dose often 57.5 µM), for the others: top-dose activity change, negative = inhibition, actives largely listed as inhibitors; purified FLuc, Km substrates, luminescence inhibition;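 also: plate controls were vehicle for no effect and reference inhibitor for full effect; nearly all actives have a fitted effect of over 55% in size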
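Purified P. pyralis luciferase, 10 nM final, with Km-level 10 uM D-luciferin and 10 uM ATP in 50 mM Tris acetate pH 7.5, 10 mM Mg acetate, 0.01% Tween-20, 0.05% BSA; 6-point qHTS titration about 60 µM downward; luminescence read.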
BRCA1 expr up: qHTS Assay to Identify Small Molecule Activators of BRCA1 Expression; MCF7-BRCA1-FFLuc reporter, luminescence, 48 h; response scale: scaled: vehicle 0%, 10 µM genistein 100%; Potency, µM (series often up to 46.1 µM), for the others: top-dose activation, usual class: activators; 380,000 tested, 1.1% active; also: nearly all actives have a fitted effect of over 80% in size; some results filed as inactive show a strong effect at the top dose
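48 h compound treatment of MCF7-BRCA1-FFLuc cells (phenol-red free MEM, 37 °C), then 15 min with luciferase substrate and luminescence imaging.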
RORgamma inh: qHTS for inhibitors of ROR gamma transcriptional activity; Drosophila S2 Gal4-RORgamma UAS-luciferase reporter, 20 h; Potency, µM (top dose mostly 53.6 µM), without a hit: top-dose activity change, negative = inhibition, usual class: inhibitors; 310,000 tested, 5.4% active; AID 2551, 2010; also: % is scaled to controls: 0 for no effect and ±100 for the full control effect; nearly all actives have a fitted effect of over 60% in size
Target sequence (P51450 whole entry, looked up, the tested form may be a part): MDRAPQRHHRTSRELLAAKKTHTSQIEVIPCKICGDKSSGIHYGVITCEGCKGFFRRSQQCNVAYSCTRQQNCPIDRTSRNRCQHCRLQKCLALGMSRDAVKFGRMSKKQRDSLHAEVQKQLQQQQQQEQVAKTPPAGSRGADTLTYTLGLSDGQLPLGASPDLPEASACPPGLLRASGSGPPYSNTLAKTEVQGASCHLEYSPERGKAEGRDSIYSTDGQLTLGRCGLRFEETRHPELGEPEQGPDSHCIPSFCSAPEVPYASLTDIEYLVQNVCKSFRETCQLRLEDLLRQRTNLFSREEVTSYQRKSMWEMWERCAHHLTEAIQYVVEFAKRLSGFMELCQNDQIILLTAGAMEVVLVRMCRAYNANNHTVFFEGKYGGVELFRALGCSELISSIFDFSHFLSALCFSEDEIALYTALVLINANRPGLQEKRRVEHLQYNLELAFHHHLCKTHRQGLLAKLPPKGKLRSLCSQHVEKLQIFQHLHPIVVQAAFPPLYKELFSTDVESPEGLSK
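Drosophila S2 cells stably expressing Gal4-DBD/mouse RORγ fusion under metallothionein promoter plus UAS-luciferase; compound 1 h, then 700 uM CuSO4 induction for 20 h at ambient temperature; inhibition read as reduced luminescence.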
p53 reactivator: qHTS assay for re-activators of p53 using a Luc reporter; 320,000 tested, 0.063% active; Potency, µM (doses to about 92.2 µM), for inactives: at the highest dose activity change, positive = activation, hits mostly activators; H1299 p53-A138V BP100-luciferase reporter, luminescence, 24 h; AID 504706, 2011; also: % of control where 0% means no effect; nearly all actives have a fitted effect of over 45% in size
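H1299 (p53-null), stable ts p53-A138V + BP100-Luc; 1000 cells/well, Opti-MEM/10% FBS; cpd 4 pt, 1:5; 24 h, 37 deg C, 5% CO2; detection reagent 10 min RT; luminescence.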
Active calls of the source: *; & = joins results of further samples; [ ] = dose if it differs, or a comment. Unless noted, calls follow the shape of the dose curve; as a rule, active = well fitted curve in the direction sought with a large enough effect; inconclusive = small, poorly fitted or top-dose-only effect, or another doubt; inactive = no such curve, though single readings can be large; an effect the other way counts as inactive or inconclusive. Potency is read from the fitted curve at half-maximal effect.

O=C1c2ccccc2C(=O)C1(CO)c1ccc(OC(F)F)cc1 was read as MLL CXXC-DNA inh 33%[activator], Rab9 prom act 0.45µM*, MBNL1 CUG block 9%, NPC1 promoter act inconclusive, VP16 counter inconclusive, uPA generation inconclusive, ELG1 genotox inconclusive, FLuc counter 0.95µM*, BRCA1 expr up 5%, RORgamma inh inconclusive and p53 reactivator inconclusive.
`Cc1c(CC(=O)NCCC(C)C)c(=O)oc2cc3c(cc12)CCC(C)(C)O3` gave MLL CXXC-DNA inh 16%, Rab9 prom act 4%, MBNL1 CUG block 2%, NPC1 promoter act -1%, VP16 counter inconclusive, uPA generation 0%, ELG1 genotox 0%, FLuc counter -14%, BRCA1 expr up -22%, RORgamma inh 36% and p53 reactivator -3%.
For O=C(NCCCN1CCOCC1)c1ccc2c(c1)N(Cc1ccc(F)cc1)CCS2 the results were MLL CXXC-DNA inh -4%, Rab9 prom act -3%, MBNL1 CUG block 20%, NPC1 promoter act -3%, VP16 counter 8%, uPA generation -6%, ELG1 genotox -3%, FLuc counter -1%, BRCA1 expr up -32%, RORgamma inh 5% and p53 reactivator 17%.
`CO/N=C(/CS(=O)Cc1ccccc1Cl)c1ccc(Cl)cc1Cl` (configuration not stated) gave MLL CXXC-DNA inh -6%, Rab9 prom act -25%, MBNL1 CUG block 5%, NPC1 promoter act 2%, VP16 counter inconclusive, uPA generation -7%, ELG1 genotox -4%, FLuc counter -1%, BRCA1 expr up -4%, RORgamma inh -94% and p53 reactivator 5%.
`c1ccc(Nc2nc(N3CCNCC3)nc(N3CCOCC3)n2)cc1` gave MLL CXXC-DNA inh 7%, Rab9 prom act -2%, MBNL1 CUG block -4%, NPC1 promoter act -2%, VP16 counter 6%, uPA generation 0%, ELG1 genotox 1%, FLuc counter 5%, BRCA1 expr up -49%, RORgamma inh 13% and p53 reactivator -13%.
Cc1ccc(S(=O)(=O)N2CCCCC2)cc1NC(=O)c1ccc(Cl)nc1 was read as Rab9 prom act 0%, NPC1 promoter act -2%, uPA generation 6%, ELG1 genotox -7%, FLuc counter 6%, BRCA1 expr up -42% and p53 reactivator 0%.
`c1ccc(C[n+]2cccc(-c3ccccc3)c2)cc1` gave MLL CXXC-DNA inh -2%, Rab9 prom act -20%, MBNL1 CUG block inconclusive, NPC1 promoter act -14%, VP16 counter inconclusive, uPA generation -6%, ELG1 genotox -7%, FLuc counter 1%, BRCA1 expr up -38%, RORgamma inh inconclusive and p53 reactivator -3%.
Screening CCc1nn2c(=O)cc(COc3ccc(NC(=O)c4ccco4)cc3)nc2s1 returned MLL CXXC-DNA inh 13%, Rab9 prom act -3%, MBNL1 CUG block 8%, NPC1 promoter act 2%, VP16 counter -3%, uPA generation 10%, ELG1 genotox 2%, FLuc counter -2%, BRCA1 expr up 7%, RORgamma inh -3% and p53 reactivator 1%.
`O=C(O)CC1(CC(=O)N2CCN(CCO)CC2)CCCC1` gave MLL CXXC-DNA inh 16%, Rab9 prom act 0%, MBNL1 CUG block -5%, NPC1 promoter act -2%, VP16 counter -10%, uPA generation 2%, ELG1 genotox 0%, FLuc counter -3%, BRCA1 expr up 0%, RORgamma inh -11% and p53 reactivator 1%.
Screening CCC(C)NC(=O)CN(c1ccc(OC)cc1)S(=O)(=O)c1ccccc1 (configuration not stated) returned MLL CXXC-DNA inh -11%, Rab9 prom act 5%, MBNL1 CUG block 5%, NPC1 promoter act -3%, VP16 counter 13%, uPA generation -2%, ELG1 genotox 3%, FLuc counter inconclusive, BRCA1 expr up 0%, RORgamma inh -1% and p53 reactivator 3%.
Cc1ccc(-n2c(C)c(C)c3c(NCCO)ncnc32)cc1 was read as MLL CXXC-DNA inh 4%, Rab9 prom act inconclusive, MBNL1 CUG block -3%, NPC1 promoter act inconclusive, VP16 counter -1%, uPA generation 2%, ELG1 genotox inconclusive, FLuc counter inconclusive, BRCA1 expr up inconclusive, RORgamma inh 13% and p53 reactivator 30%.
`O=C(c1ccco1)N1CCN(c2ccnc3cc(Cl)ccc23)CC1` gave MLL CXXC-DNA inh -10%, Rab9 prom act 0%, MBNL1 CUG block 3%, NPC1 promoter act -6%, VP16 counter -1%, uPA generation 7%, ELG1 genotox -15%, FLuc counter 2%, BRCA1 expr up -7%, RORgamma inh 39% and p53 reactivator -7%.
For O=C(c1ccccc1F)N1C(=O)c2cccc3cccc1c23 the results were MLL CXXC-DNA inh 15%, Rab9 prom act -1%, MBNL1 CUG block 35%[activator], NPC1 promoter act -2%, VP16 counter 6%, uPA generation 13%, ELG1 genotox 2%, FLuc counter -20%, BRCA1 expr up -10%, RORgamma inh 31% and p53 reactivator -4%.
For COC1=C(OC)C(=O)C(CCCCCCCCCCO)=C(C)C1=O the results were MLL CXXC-DNA inh -7%&3%, Rab9 prom act -3%, MBNL1 CUG block 2%, NPC1 promoter act -4%, VP16 counter inconclusive, FLuc counter inconclusive and RORgamma inh inconclusive.
`CCCc1[nH]c2ccc(C(=O)OC)cc2c1CCC` gave MLL CXXC-DNA inh -7%, Rab9 prom act -10%, MBNL1 CUG block -5%, NPC1 promoter act -2%, VP16 counter -15%, uPA generation -26%, ELG1 genotox inconclusive, FLuc counter -14%, BRCA1 expr up 0% and RORgamma inh 26%.
N#Cc1cc2ccccc2nc1SCC(=O)Nc1ccccc1N1CCOCC1 was read as MLL CXXC-DNA inh 5%, Rab9 prom act 2%, MBNL1 CUG block -1%, NPC1 promoter act -4%, VP16 counter 0%, uPA generation -2%, ELG1 genotox -12%, FLuc counter 13%, BRCA1 expr up -66%, RORgamma inh -1% and p53 reactivator 6%.
Screening CCS(=O)(=O)c1ccc(C(=O)NC)c(Cl)c1Cl returned MLL CXXC-DNA inh 3%, Rab9 prom act -1%, MBNL1 CUG block -7%, NPC1 promoter act -4%, VP16 counter -5%, uPA generation 6%, ELG1 genotox 0%, FLuc counter 0%, BRCA1 expr up -20%, RORgamma inh 8% and p53 reactivator 0%.
`CCOC(=O)c1sc(=NC(=O)c2c(F)cccc2F)n(C)c1C` gave MLL CXXC-DNA inh 12%, Rab9 prom act inconclusive, MBNL1 CUG block 22%, NPC1 promoter act 23%, VP16 counter 24%, uPA generation 6%, ELG1 genotox inconclusive, FLuc counter -22%, BRCA1 expr up 65%, RORgamma inh 43% and p53 reactivator inconclusive.
COC(=O)c1ccc(COn2c(=O)c(C)[n+]([O-])c3ccccc32)cc1 was read as MLL CXXC-DNA inh -2%, Rab9 prom act -2%, MBNL1 CUG block inconclusive, NPC1 promoter act -2%, VP16 counter -12%, uPA generation -7%, ELG1 genotox 1%, FLuc counter 4%, BRCA1 expr up -1%[1.84 µM], RORgamma inh -1% and p53 reactivator inconclusive.
Screening CC(C)CSc1ncnc2c1oc1nc3c(cc12)COC(C)(C)C3 returned MLL CXXC-DNA inh -5%, Rab9 prom act 14%, MBNL1 CUG block -6%, NPC1 promoter act 14%, VP16 counter 4%, uPA generation 0%, ELG1 genotox 13%, FLuc counter inconclusive, BRCA1 expr up 28%, RORgamma inh 29% and p53 reactivator -1%.
For O=C(CSc1nnc(-c2ccco2)o1)c1ccc(O)cc1O the results were MLL CXXC-DNA inh 10%, Rab9 prom act -3%, NPC1 promoter act 3%, VP16 counter 0%, uPA generation 0%, ELG1 genotox 4%, FLuc counter 3%, BRCA1 expr up 2%, RORgamma inh 22% and p53 reactivator 1%.
Screening COc1cc(OC)cc(C(=O)NC(C(=O)NNC(=O)c2cc(Cl)ccc2OC)C(C)C)c1 (configuration not stated) returned Rab9 prom act 1%, NPC1 promoter act 0%, uPA generation inconclusive, ELG1 genotox 1%, FLuc counter 0%, BRCA1 expr up -59% and p53 reactivator 3%.
For O=C(Nc1ccccc1F)c1ccncc1 the results were MLL CXXC-DNA inh -4%, Rab9 prom act inconclusive, MBNL1 CUG block 4%, NPC1 promoter act 1%, VP16 counter -3%, uPA generation 7%, ELG1 genotox -3%, FLuc counter 2%[2.3 µM], BRCA1 expr up -6%, RORgamma inh -2% and p53 reactivator 3%.

Only part of the results is shown; rates above refer to the full screens.
